# TDP1 cell CPT: DT40-hTDP1 cell growth loss with CPT | chicken DT40 Tdp1-/-;hTDP1 cells + 20 nM CPT, ATP luminescence, 48 h | Potency, µM (titrated, usually from 46.2 µM), inactives show at the top dose activity change, negative = growth inhibition, hits mostly inhibitors | 12% of 420,000 active | AID 686979; further: nearly all actives have a fitted effect of over 55% in size
#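 Cell growth measured by CellTiter-Glo luminescence after a minimum 48 h, 37 C compound exposure with 20 nM CPT in Tdp1-knockout DT40 cells stably expressing hTDP1, seeded 400/well; qHTS titration format.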
# DT40 TDP1 no CPT: qHTS for Inhibitors of human tyrosyl-DNA phosphodiesterase 1 (TDP1): qHTS in cells in absence of CPT. 15% of 420,000 active. Potency, µM (highest dose often 46.2 µM), for the others: at the highest dose activity change, negative = growth inhibition, hits mostly inhibitors. AID 686978, 2013. DT40 Tdp1-/- hTDP1 cells, no CPT, ATP luminescence, 48 h; further: nearly all actives have a fitted effect of over 55% in size
#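 Chicken DT40 Tdp1-/- cells stably complemented with human TDP1 were seeded at 400 cells/well with DMSO in place of 20 nM camptothecin. After compound pinning, cells grew at least 48 hr at 37 °C; viability read by CellTiter-Glo luminescence.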
# TDP1 inh: blocks human tyrosyl-DNA phosphodiesterase 1; Q9NUW8; recombinant TDP1, AlphaScreen DNA substrate cleavage; Potency, µM (titrated, usually from 130 µM), inactives show top-dose activity change, negative = inhibition, hits mostly inhibitors; 0.28% of 350,000 active; AID 485290; further: nearly all actives have a fitted effect of over 40% in size
# Target sequence (Q9NUW8 whole entry, looked up): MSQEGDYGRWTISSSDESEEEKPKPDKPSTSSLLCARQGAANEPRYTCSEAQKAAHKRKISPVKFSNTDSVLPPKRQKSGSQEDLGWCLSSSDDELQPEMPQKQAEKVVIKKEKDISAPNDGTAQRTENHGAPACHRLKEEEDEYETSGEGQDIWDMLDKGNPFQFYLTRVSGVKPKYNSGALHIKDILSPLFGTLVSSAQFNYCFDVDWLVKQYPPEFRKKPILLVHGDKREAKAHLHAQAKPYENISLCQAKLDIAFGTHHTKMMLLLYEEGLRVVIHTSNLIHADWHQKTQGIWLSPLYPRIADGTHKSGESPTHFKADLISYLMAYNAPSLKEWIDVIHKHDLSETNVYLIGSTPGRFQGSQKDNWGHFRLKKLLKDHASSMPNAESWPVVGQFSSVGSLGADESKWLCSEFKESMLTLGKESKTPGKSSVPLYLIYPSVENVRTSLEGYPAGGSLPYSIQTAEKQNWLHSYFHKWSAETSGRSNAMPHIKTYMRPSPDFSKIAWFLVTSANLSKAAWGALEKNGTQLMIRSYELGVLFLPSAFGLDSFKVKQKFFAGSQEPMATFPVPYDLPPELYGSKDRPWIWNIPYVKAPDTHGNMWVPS
#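 Tdp1 1 nM final; 15 min RT w/ cpd; substrate 15 nM, 5 min; beads 10 ug/ml, 10 min; AlphaScreen read. Neg ctrl: no enzyme.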
# * = called active by the depositor; ? = inconclusive; · = not tested or not shown; & = joins results of further samples; [ ] = remark or other dose. The call rests on the fitted dose curve; in most records, active means well fitted curve in the direction sought with a large enough effect; inconclusive means small, poorly fitted or top-dose-only effect, or another doubt; inactive means no such curve, though single readings can be large; an effect the other way counts as inactive or inconclusive. On the % scale 0 is the no-effect control and ±100 the full control effect; potency means the concentration at half of the fitted maximal effect.
structure	TDP1 cell CPT	DT40 TDP1 no CPT	TDP1 inh
O=C(C1=C[C@@H](C2CC2)C[C@@H](OCCCCO)O1)N1CCN(Cc2ccc3c(c2)OCO3)CC1	-18%	?	4%
O=C(NCCc1ccccc1)c1ccc(=O)[nH]c1	3%	-1%	6%
Cc1ccnc(NS(=O)(=O)c2ccc(NC(=O)c3nc(SC(C)C)ncc3Cl)cc2)n1	-16%	?	2%
O=C(C1CCN(S(=O)(=O)c2cnc[nH]2)CC1)N(CCc1ccccc1)Cc1ccccc1	-15%	?	3%
Cc1ccc2c(CC(=O)NNC(=O)c3ccncc3)coc2c1	10%	-11%	·
CC1CCCC(NS(=O)(=O)c2cc3c(cc2Cl)NC(=O)CO3)C1C (centres undefined)	-24%	-26%	·
O=C(NCc1ccccc1Cl)c1ccc(NC2=NC3CS(=O)(=O)CC3S2)cc1 (centres undefined)	-2%	1%	·
Cc1ccc(Cl)cc1N1CCN(C(=O)c2cc3c(=O)n(C)c4ccccc4c3n2C)CC1	18µM*	16µM*	2%

# Entries from the list above containing a halogen:
structure	TDP1 cell CPT	DT40 TDP1 no CPT	TDP1 inh
Cc1ccnc(NS(=O)(=O)c2ccc(NC(=O)c3nc(SC(C)C)ncc3Cl)cc2)n1	-16%	?	2%
CC1CCCC(NS(=O)(=O)c2cc3c(cc2Cl)NC(=O)CO3)C1C (centres undefined)	-24%	-26%	·
O=C(NCc1ccccc1Cl)c1ccc(NC2=NC3CS(=O)(=O)CC3S2)cc1 (centres undefined)	-2%	1%	·
Cc1ccc(Cl)cc1N1CCN(C(=O)c2cc3c(=O)n(C)c4ccccc4c3n2C)CC1	18µM*	16µM*	2%

# Going on with the list:
structure	TDP1 cell CPT	DT40 TDP1 no CPT	TDP1 inh
CC(C(=O)NC1CCCC1)N1CCN(Cc2ccccc2)CC1 (centres undefined)	-6%	0%	4%
CC(=O)c1ccc(NC(=O)CN2C(=O)COc3ccc(Cl)cc32)cc1	-29%	?	4%
CCSc1nnc(NC(=O)C(Cc2ccccc2)n2cccc2)s1 (centres undefined)	-23%	-16%	5%
Cc1ccc(-c2nnn(CC(=O)N(Cc3ccccc3)C(C(=O)NC3CCCC3)c3ccncc3)n2)o1 (centres undefined)	-5%	-6%	-2%
COc1cc(C(=O)NCCC(=O)NCCN2CCOCC2)cc(OC)c1OC	-2%	4%	3%
Cc1nc(Nc2ccc(Cl)cc2)c2nnn(Cc3ccccc3)c2n1	?	?	0%
Cc1ccc(C)c(NC(=S)NC(NC(=O)Cc2ccccc2)C(Cl)(Cl)Cl)c1 (centres undefined)	-2%	-22%	2%
COc1ccc(C)cc1NC(=O)c1cc(S(=O)(=O)N2CCCCC2)ccc1N1CCOCC1	?	?	0%[56.1 µM]
CCSc1n[nH]c(=O)[nH]c1=O	-9%	3%	2%
COc1ccc(SCCN2CCN(CC(C)C)CCC2=O)cc1	?	?	7%&0%
Cc1ccc(CNS(=O)(=O)c2c(C(=O)N3CCCCC3)c(C)n(C)c2C)o1	-4%	30%	7%
CCn1ncc(NC(=S)NCCc2ccccc2)c1C(N)=O	-2%	-12%	3%
CC(=O)NCCNC(=O)C1(C)Cc2c(-c3cccc(C(F)(F)F)c3)ccnc2O1 (centres undefined)	11%	10%	·
Cc1cc(NC(=O)CCC(=O)N(CC(=O)NC2CCCC2)c2ccc(F)c(Cl)c2)no1	-6%	-8%	1%[0.0935 µM]
CCCCS(=O)(=O)N1CCCC(C(=O)NCC2CCCO2)C1 (centres undefined)	3%	9%	·
CC(C)c1ccc(NC2CCCN(C(=O)c3ccc(N4CCOCC4)cc3)C2)cc1 (centres undefined)	?	16µM*	8%

# Look-ups from above:
# For TDP1 inh, CC(C)c1ccc(NC2CCCN(C(=O)c3ccc(N4CCOCC4)cc3)C2)cc1 (centres undefined) has 8%
# For DT40 TDP1 no CPT, CCn1ncc(NC(=S)NCCc2ccccc2)c1C(N)=O has -12%
# For TDP1 cell CPT, CC(=O)NCCNC(=O)C1(C)Cc2c(-c3cccc(C(F)(F)F)c3)ccnc2O1 (centres undefined) has 11%
# For DT40 TDP1 no CPT, Cc1cc(NC(=O)CCC(=O)N(CC(=O)NC2CCCC2)c2ccc(F)c(Cl)c2)no1 has -8%

# Fetched by structure from the entries so far, two records:
structure	TDP1 cell CPT	DT40 TDP1 no CPT	TDP1 inh
CC(=O)NCCNC(=O)C1(C)Cc2c(-c3cccc(C(F)(F)F)c3)ccnc2O1 (centres undefined)	11%	10%	·
CCSc1n[nH]c(=O)[nH]c1=O	-9%	3%	2%

# (list continues)
structure	TDP1 cell CPT	DT40 TDP1 no CPT	TDP1 inh
CC(C)CC(=O)NCC(c1ccc2c(c1)OCO2)N1CCN(c2ccccc2)CC1 (centres undefined)	?	?	1%
CC(=O)NC(CCCCNC(=S)NC1CCCCC1)C(=O)O (centres undefined)	-12%	-4%	3%
CC(=O)Nc1ccc(N2C(=O)c3cccc(NC(C)=O)c3C2=O)cc1	-1%	?	3%
Cc1ccc2c(C(=O)CNc3nccs3)c(C)[nH]c2c1	-26%	?	·
COc1cc(/C=N/NC(=O)c2cccc([N+](=O)[O-])c2)cc(OC)c1O	-23%	?	0%
O=C(COc1coc(CN2CCCc3ccccc32)cc1=O)Nc1ccccc1	?	5.8µM*	-16%
C=CCn1c(=NC(=O)c2cc(Cl)sc2Cl)sc2cc(S(N)(=O)=O)ccc21	?	?	2%
Cc1noc(C)c1COC(=O)CCc1nc2ccccc2c(=O)[nH]1	-2%	5%	8%
N#Cc1c(-c2cccs2)nc(SCc2ccc(Cl)cc2)[nH]c1=O	7%	-1%	-9%
CC(C)CC(=O)N1CCC(O)(CS(=O)(=O)c2ccc(Cl)c(Cl)c2)CC1	4%	-4%	-6%
COc1cc([N+](=O)[O-])ccc1NC(=O)CCCOc1cccc(C)c1	-6%	-2%	4%
Cc1ccc(NS(=O)(=O)c2cccc3cccnc23)c(Br)c1	15%	-17%	·
O=C(O)c1cccc(NC(=O)c2cccc(S(=O)(=O)Nc3cccc(F)c3)c2)c1	1%	-17%	-1%[12.3 µM]
CN=C(C[N+](=O)[O-])NCCSCc1ccc(CN(C)C)o1	-7%	26%	3%
O=C(C1CCCN(S(=O)(=O)c2cccc3cccnc23)C1)N1CCc2ccccc21 (centres undefined)	23µM*	16µM*	5%
Cc1nc(-c2ccc(NC(=O)c3cccs3)cc2)cs1	?	?	1%
CCOc1ccc(NC(=O)CCS(=O)(=O)c2ccc3c(c2)n(C)c(=O)c(=O)n3C)cc1	16%	4%	0%
Cc1ccc(C)c(S(=O)(=O)NCc2ccc(C(=O)N3CCN(C)CC3)cc2)c1	-22%	-12%	9%
Cc1ccc(N2CC(C(=O)N3CCN(c4ccccn4)CC3)CC2=O)cc1 (centres undefined)	-4%	-20%	·
COc1ccc(S(=O)(=O)Nc2ccc3c(c2)OCCO3)cc1OC	12%	-2%	5%
CC(/C=C/c1ccc(N(C)C)cc1)=N/N=C1/NC(=O)CC(C(=O)Nc2ccc(Cl)cc2)S1 (centres undefined)	-28%	-23%	0%
O=C(NCCc1ccccc1)c1nnc(Cc2cccc(F)c2)o1	-12%	-23%	-5%
COc1ccc(NC(=O)C(=O)NCC2CCCN2S(=O)(=O)c2cc(C)ccc2C)cc1 (centres undefined)	4.1µM*	2.6µM*	-15%
O=C(CSc1nnc(COc2ccc(Cl)cc2)n1Cc1ccco1)c1ccccc1F	?	?	4%
CCOC(=O)C1(CCOC)CCN(Cc2cccc(OCc3ccccc3)c2)CC1	15µM*	16µM*	·
CCc1ccccc1NC(=S)N(Cc1ccc(C(=O)O)cc1)Cc1ccc(OC)c(OC)c1	-3%	-11%	3%
O=C(NCc1ccc(Cl)cc1)c1cc(-c2ccc(F)cc2)on1	-14%	5%	-1%
COc1ccc(C(CNC(=O)c2cc3ccccc3o2)N2CCCCC2)cc1 (centres undefined)	?	21µM*	5%
COc1cccc(C(CC(=O)Nc2cccc3ccccc23)NC(=O)c2ccccc2)c1 (centres undefined)	?	1%	-5%
CN1CCN(C(=O)c2ccc3c(c2)N(Cc2ccc(F)cc2)C(=O)c2ccccc2S3(=O)=O)CC1	-15%	-28%	-1%
CCN(CC)S(=O)(=O)c1ccc(N(C)C)c(NC(=O)CC(NC(C)=O)c2ccccc2)c1 (centres undefined)	0%	?	-1%
Nc1c(S(=O)(=O)c2ccccc2)cnc2c(-c3ccc(F)cc3)cnn12	-26%	1%	2%
Cc1noc(Cn2c(=O)c3ccccc3n(CC(=O)Nc3cc(Cl)ccc3C)c2=O)n1	-15%	-10%	-3%
NC(Cc1ccc(Cl)cc1)C(=O)O (centres undefined)	12%	2%	7%[56.1 µM]
COc1ccc(-n2nnc(-c3nc(-c4ccccc4C)no3)c2N)cc1Cl	-13%	-24%	-3%
CC1(C(=O)NS(=O)(=O)Cc2ccccc2)CCN1C(=O)C1(c2ccc(Cl)cc2)CCC1 (centres undefined)	?	-17%	·
Cc1ccc(NC(=S)NC(=O)c2ccccc2)cc1NC(=S)NC(=O)c1ccccc1	-27%	?	8%
O=[N+]([O-])c1cccc(N(CC2CO2)S(=O)(=O)c2ccccc2)c1 (centres undefined)	?	?	1%
O=c1c(-c2ccccc2)nc2cnc(N3CCNCC3)nc2n1C1CC1	?	?	·
O=C1CC2(CCN(C(=O)COc3ccc(F)cc3)CC2)Oc2ccccc21	-22%	?	-8%[0.505 µM]
CC(C)NC(=O)c1nc2ccccc2s1	-16%	-19%	5%
O=C(Nc1ccc(Cl)cc1)c1cc2c(Cl)nc3ccccc3c2s1	-3%	-16%	2%
COC(=O)C1CCN(Cc2ccc3c(c2)CN(C(=O)c2cc(C)nc(C)n2)CCO3)CC1	8%[9.04 µM]	-9%	·
CC(=O)Nc1ccc(N=c2cc([N+](=O)[O-])cc(Cl)n2O)cc1	?	15µM*	·
COC(=O)Cc1c(C)c2ccc(OCC(=O)N(C)C)cc2oc1=O	-4%	3%	0%
c1n[nH]c(NC2=NCCC2)n1	-13%	1%	-1%
CCOC(=O)c1sc2ncn(CC(=O)N(CC)CC)c(=O)c2c1C	?	-29%	2%
Cc1ccc2cc3c(nc2c1)OCC3	-13%	-5%	-2%
CCOc1cccc(CN2CCN(c3cccc(C(F)(F)F)c3)CC2)c1O	?	?	9%

# Compound activity as filed in PubChem.
